# Assay outcomes deposited in PubChem by several laboratories.
# PERK inh: block of dimerizer-induced PERK translation repression, primary screen, PERK inhibitor project, CHO PERK-DD cells, SEAP luminescence, HTS; CHO PERK-DD fusion, SEAP luminescence translation reporter; inhibition, % at 5.6 µM; Eukaryotic translation initiation factor 2-alpha kinase 3 (Homo sapiens), Q9NZJ5; 0.17% of 220,000 active; AID 1416, 2008;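 active means inhibition above the mean inhibition of all tested compounds plus 3 SD, set separately per screening campaign, cut at about 2.9% in these data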;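 further: PERK kinase domain activated by AP20187 dimerizer at 100 nM; 0% = DMSO with dimerizer and 100% = rapamycin at 8.4 µM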
# Rad51 HR inh: human RAD51 strand exchange inhibitors, primary screen, biochemical, fluorescence | hRad51 DNA strand exchange, fluorescence dequenching | 0.085% of 200,000 active | inhibition, % at 10 µM;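 active means inhibition above 40% at the single screening dose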;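 further: 0% = DMSO control wells and 100% = blanks with heterologous ssDNA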
# Target sequence (Q06609 whole entry, looked up): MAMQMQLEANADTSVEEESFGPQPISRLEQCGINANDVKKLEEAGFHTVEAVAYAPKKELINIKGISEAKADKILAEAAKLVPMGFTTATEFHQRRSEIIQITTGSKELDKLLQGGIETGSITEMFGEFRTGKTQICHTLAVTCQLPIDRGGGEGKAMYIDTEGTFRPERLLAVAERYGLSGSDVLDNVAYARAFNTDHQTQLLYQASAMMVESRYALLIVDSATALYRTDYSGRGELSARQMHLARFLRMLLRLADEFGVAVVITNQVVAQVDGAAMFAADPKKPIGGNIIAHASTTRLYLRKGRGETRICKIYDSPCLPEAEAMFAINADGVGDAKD
#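 System: hRad51 filaments on single-stranded DNA; reagent: Fluorescein- and BHQ1-tagged 47-mer duplex; compound dosing: one concentration, 10 µM final; timing: filaments 15 min 37 °C, then compound 30 min; measured by: fluorescein emission 520 nm, excitation 485 nm; benchmarks: per-plate controls and blanks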
# TNF death inh: inhibitors of TNF-alpha triggered necroptosis, primary screen, cell-based, Jurkat FADD-/-, single concentration | activation (protection from cell death), % at 10 µM | Jurkat FADD-/- TNF necroptosis rescue, ATP luminescence, 24 h; 0 = TNF only, 100 = no-TNF cells | 0.068% of 220,000 active;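 active means activation, meaning protection from cell death, of at least 50% relative to plate controls; inactive means activation below 50%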;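 further: necroptosis triggered by 40 ng/mL TNF-alpha added together with compound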
# L929 necroptosis: inhibitors of zVAD-triggered necroptosis, primary screen, L929 cells; viability rescue, % at 10 µM; 0.38% of 220,000 active; L929 zVAD necroptosis rescue, ATP luminescence, 24 h; with zVAD 60 µM;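 active means activation, scaled between plate controls, above about 75%, limit read from the data; inactive means activation under that limit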;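 further: 0% = zVAD with DMSO and 100% = DMSO alone without zVAD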
# Mdm2 ligase inh: MDM2-luciferase reporter signal enhancers, primary screen, MDM2 E3 ligase inhibitor project, cell-based, luminescence, 1536-well; cell-based MDM2 ubiquitination luciferase reporter, 2 h; 0 = plate control, 100 = twice control, blank-subtracted; 0.11% of 210,000 active; signal enhancement, % at 5 µM; E3 ubiquitin-protein ligase Mdm2 (Homo sapiens), Q00987;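 active means signal enhancement of 30% or more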;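 further: luminescence tracks abundance of the self-degrading MDM2-luciferase fusion protein; higher signal means inhibition of MDM2 E3 ligase activity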
# Target sequence (Q00987 whole entry, looked up, the tested form may be a part): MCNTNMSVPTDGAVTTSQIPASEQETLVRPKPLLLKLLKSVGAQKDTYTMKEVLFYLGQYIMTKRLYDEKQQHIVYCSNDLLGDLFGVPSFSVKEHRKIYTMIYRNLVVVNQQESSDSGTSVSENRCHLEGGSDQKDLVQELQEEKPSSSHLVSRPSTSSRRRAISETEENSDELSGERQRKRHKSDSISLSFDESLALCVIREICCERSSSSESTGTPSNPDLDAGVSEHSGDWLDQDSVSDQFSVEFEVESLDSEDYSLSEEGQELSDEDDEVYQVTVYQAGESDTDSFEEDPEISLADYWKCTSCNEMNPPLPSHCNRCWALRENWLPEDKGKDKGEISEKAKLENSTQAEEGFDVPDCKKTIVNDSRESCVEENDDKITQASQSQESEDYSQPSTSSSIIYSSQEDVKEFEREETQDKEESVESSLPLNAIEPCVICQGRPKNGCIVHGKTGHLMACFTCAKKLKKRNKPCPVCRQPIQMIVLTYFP
#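 Test system: mammalian cells stably expressing self-ubiquitinating, self-degrading MDM2 E3–luciferase fusion; Amount: 2000 cells in each well; Medium: DMEM; Schedule: 4 h settle plus 2 h compound, 37 °C; Technique: SteadyLite luciferase luminescence after 15 min room-temperature reagent incubation; Benchmarks: plate control and blank wells.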
# EBV gp42 block: Epstein-Barr virus gp42 inhibitors, primary screen, biochemical, uHTS, fluorescence polarization. Glycoprotein 42 (Epstein-Barr virus (strain AG876)), Q1HVG2. Fluorescence polarization binding assay, mP read-out. 0.42% of 220,000 active. inhibition, % (tested at 21.74 µM); in the data active means inhibition above about 50%
# Target sequence (Q1HVG2 whole entry, looked up): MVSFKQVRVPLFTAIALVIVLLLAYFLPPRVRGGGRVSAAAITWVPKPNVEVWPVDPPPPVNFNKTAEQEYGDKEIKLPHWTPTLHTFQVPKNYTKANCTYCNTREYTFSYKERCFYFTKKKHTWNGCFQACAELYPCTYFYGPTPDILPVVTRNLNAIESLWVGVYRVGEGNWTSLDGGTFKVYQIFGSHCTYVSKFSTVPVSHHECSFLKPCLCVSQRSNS
# Calpain2 inh: inhibitors of pig calpain II, primary screen, biochemical, fluorogenic peptide substrate, 1536-well; purified calpain II, 30 min; AID 1236, 2008; inhibition, % at 16 µM; 0.37% of 220,000 active;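 active means inhibition above about 50%, limit read from the data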
# eIF4E 4G PPI: eIF4E–eIF4G protein interaction inhibitors, primary screen, biochemical, uHTS, TR-FRET, eIF4GI fragment | inhibition, % at 21.7 µM | Eukaryotic translation initiation factor 4E (Mus musculus) + Eukaryotic translation … | 0.37% of 220,000 active | TR-FRET eIF4E-eIF4GI(517-606) binding, 2 h;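 active means inhibition above about 30%, limit read from the data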;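 further: 0% = full FRET control wells and 100% = background wells lacking eIF4GI fragment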
# Cl transport mod: KCC2 cotransporter modulators, thallium flux, primary screen, cell-based, HEK293 KCC2, FluoZin-2 fluorescence, MLSMR. AID 1456, 2008. 2.2% of 190,000 active. B-score of Tl+ flux slope (higher = more flux/activation; lower = inhibition) at 10 µM. Solute carrier family 12 member 5 (Homo sapiens), Q9H2X9. KCC2 cells, thallium flux FluoZin-2 fluorescence;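 active means thallium flux slope and its plate-corrected score both differing from the plate sample mean at a set confidence after two filtering rounds, in either direction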;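 further: slope of fluorescence scaled to starting intensity during 10 to 20 s after thallium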
# Numbers without * were called inactive; · = no result given; [ ] = another dose, or the depositor's remark. The order is random; overall some 3.6% were active at least once.
molecule	Cl transport mod	L929 necroptosis	TNF death inh	eIF4E 4G PPI	Rad51 HR inh	Calpain2 inh	PERK inh	EBV gp42 block	Mdm2 ligase inh
CCOC(=O)N/N=C\C=C\c1ccco1	0.001	0.4	1.1	9	-6	18	0.5	-12	-7
COc1ccc(Cn2c(O)c(/C=N/NC(=O)c3cccnc3)c3ccccc3c2=O)cc1	-2.3	8.4	1.6	1	-39	-165	-0.2	-57	-2
CC(C)(C)NC(=O)C(=O)NNC(=O)COc1ccc(Br)cc1	20*	0.3	2.0	1	-1	17	0.2	11	2
CCCCOC(=O)Nc1ccc(C(=O)OC)cc1	-0.26	-0.1	1.1	4	2	16	0.7	-9	-5
COc1ccc(C2C(C(C)=O)=C(C)N=c3s/c(=C\c4ccc5c(c4)OCO5)c(=O)n32)c(OC)c1 (stereo unspecified)	·	-0.7	-0.8	·	2	·	0.2	·	·
COc1ccc(-c2[nH]ncc2-c2cnn(-c3ccccc3)c2)c(O)c1	-1.1	0.8	-1.5	6	-8	-25	0.1	1	-3
CCN(CC)c1ccc(NC(=O)Cn2ncc3c(C)n(Cc4ccccc4F)c(C)c3c2=O)c(C)c1	0.2	0.5	1.2	23	0	23	2.3	11	2
O=C(Nc1ccc(C(=O)O)cc1)/C(=C/c1ccc([N+](=O)[O-])cc1)NC(=O)c1ccccc1	-0.11	1.1	0.7	-5	-3	19	-0.2	-4	-13
O=C(CN1CCN(CC(=O)Nc2ccccc2F)CC1)Nc1ccc2c(c1)OCCO2	-0.26	4.6	1.6	3	1	-18	-0.1	-3	-8
Cc1ccc(C2C(=O)N(C3CCC(C)CC3)CC(=O)N2C2CC2)cc1 (stereo unspecified)	·	0.1	-0.8	-3	·	5	-0.6	-14	-9
O=C1Nc2ccc(Br)cc2C1=Nc1ccc(-c2nnc3n2CCCCC3)cc1	0.43	1.0	-1.5	0	·	7	-0.9	-9	-14
Cc1nc2c(ncn2-c2ccccc2)c(=O)n1NC(=O)CN1CCOCC1	0.077	-0.4	-1.1	7	-8	-4	1.5	-19	-7
COc1ccc(N=N/C(=C\O)C(=O)c2ccco2)cc1	-0.086	1.0	-3.0	-1	9	-12	0.3	-16	-10
CCCCNC(=O)CSc1nc2ccccc2n1S(=O)(=O)c1ccc(Cl)cc1	-0.54	-0.4	-0.6	3[fluorescence artefact?]	-2	11	0.7	1	-15
Cc1cccc(C)c1NC(=O)Nc1cccs1	-1	-0.2	-2.1	1	-4	17	1.0	5	-26
COc1cccc(C(c2nnnn2Cc2ccco2)N2CCN(Cc3ccccc3)CC2)c1OC (stereo unspecified)	-0.59	-1.1	1.9	-3	·	10	-0.9	9	-1
CCn1c(NC(=O)Nc2cccc(C)c2C)cc2sccc21	-1.1	0.0	-0.3	1	·	-28	0.3	-14	-11
COc1ccc(-c2nsc3c(N4CCN(S(=O)(=O)c5ccccc5F)CC4)ncnc23)cc1	1.2	-0.1	-1.4	0	3	-16	1.7	-14	-15
Cc1cc(NC(=O)CC#N)n(-c2ccccc2)n1	-0.049	0.7	0.4	-3	12	-20	0.2	-2	0
CCOC(=O)c1c(NC(=O)C2=C(C)NC(=S)NC2c2ccc(C)cc2)sc(C)c1C (stereo unspecified)	0.34	1.2	-5.0	4	1	-134	0.6	-15	13
COc1ccc(CNC(=O)/C=C/c2cc3c(cc2Br)OCO3)cc1	-0.57	-0.4	-1.3	0[fluorescence artefact?]	-5	-13	0.2	-21	-5
CCN(CC)c1ccc(C(=O)OCc2c(C)noc2C)cc1	0.44	2.5	2.1	-1	-4	6	0.9	-11	-10
CCn1c(C)[n+](Cc2ccccc2)c2ccc(Cl)cc21	1.6	3.3	0.8	5	20	-24	1.0	-14	-15
O=C1OC(Nc2ccc3ncccc3c2)c2ccccc21 (stereo unspecified)	·	-0.3	-5.3	-1	13	-32	0.7	-5	-4
COC(=O)C(CCCN1C(=O)c2ccccc2C1=O)(NC(C)=O)c1nnn(C)n1 (stereo unspecified)	2.4	0.3	1.6	-4	5	-14	0.2	-2	-12

# The final 3 entries of the section before come first, to join the parts:
molecule	Cl transport mod	L929 necroptosis	TNF death inh	eIF4E 4G PPI	Rad51 HR inh	Calpain2 inh	PERK inh	EBV gp42 block	Mdm2 ligase inh
CCn1c(C)[n+](Cc2ccccc2)c2ccc(Cl)cc21	1.6	3.3	0.8	5	20	-24	1.0	-14	-15
O=C1OC(Nc2ccc3ncccc3c2)c2ccccc21 (stereo unspecified)	·	-0.3	-5.3	-1	13	-32	0.7	-5	-4
COC(=O)C(CCCN1C(=O)c2ccccc2C1=O)(NC(C)=O)c1nnn(C)n1 (stereo unspecified)	2.4	0.3	1.6	-4	5	-14	0.2	-2	-12
CC(=O)c1cccc(NC2c3ccccc3C(=O)N2Cc2ccc3c(c2)OCO3)c1 (stereo unspecified)	0.00062	-0.6	0.6	1	3	-5	-0.5	-7	-8
Cc1ccc2nc(SCC(=O)c3c[nH]c4ccccc34)[nH]c2c1	-0.83	2.7	1.6	-4	-21	-40	-0.3	-6	-7
c1csc(-c2ccnc3ncnn23)c1	0.55	0.7	0.5	-3	14	-270	2.4	-10	-6
COC(=O)Cc1[nH]c(=S)[nH]c1C(=O)OC	-0.16	0.4	1.9	8	1	-24	1.5	-8	-3
CC(C)(C)n1nnnc1C(c1ccccc1F)N1CCN(C2CCCC2)CC1 (stereo unspecified)	-0.91	-0.1	2.2	4[fluorescence artefact?]	-11	3	0.0	-22	20
CC(C)C(NC(=O)c1ccccc1NC(=O)c1ccco1)C(=O)NNC(=O)c1ccncc1 (stereo unspecified)	0.028	-0.2	2.0	-3	·	2	1.0	-9	-3
O=S(=O)(Nc1cccc(CCc2ccccn2)c1)c1cc(Cl)ccc1Cl	-0.91	-0.5	0.0	5	11	28	0.2	-10	-14
CC(=O)C1=C(O)C(=O)N(c2nccs2)C1c1ccc(Br)cc1 (stereo unspecified)	-0.86	0.9	0.0	7	5	-250	0.6	-17	-41
CC(C)(C)c1cc(Br)c(O)c(N=Nc2ccc(S(=O)(=O)N3CCOCC3)cc2)c1	1	-0.2	-0.9	-3	·	-138	0.0	4	-8
CC1(C)CC(=O)c2c(oc3ccc(NS(=O)(=O)c4ccc(C(=O)O)cc4)cc23)C1	0.0069	5.9	0.3	-1	-5	4	0.9	0	-22
Cc1nc(-c2ccccc2)sc1C1(C)CC(c2ccc(C#N)cc2)=NO1 (stereo unspecified)	0.43	0.0	0.8	0	0	-14	·	-13	14
CCC(C)(C)NC(=O)C(c1ccc(F)cc1)N(Cc1ccc(OC)cc1)C(=O)c1cnccn1 (stereo unspecified)	0.12	0.5	-1.6	0	-2	-40	-0.7	-13	4
Cc1ccc(C(=O)N2CCCC2)cc1S(=O)(=O)Nc1ccccc1	·	-0.3	-1.6	3[fluorescence artefact?]	-8	-17	-0.1	-20	-2
CN(C)C(=O)CSc1nc(-c2ccccc2)nc2c1CCCC2	1.3	-0.7	-0.8	-2[fluorescence artefact?]	-8	-15	-0.3	-8	-13
CC(=O)Nc1ccc(Nc2nc(C)nc3c2oc2ccccc23)cc1	·	63	-3.1	2	-1	-407	-0.8	-8	-9
CCCn1c(N)c(Sc2ccc([N+](=O)[O-])cc2)c(=O)n(CCC)c1=O	·	-0.9	0.8	-1	-13	13	0.6	-24	-12
O=C(NCCc1ccccc1)c1ccc2nccnc2c1	0.82	1.0	1.1	10	-11	-14	1.9	-11	-78
Cc1ccccc1COc1ccc2oc(C)c(C(=O)O)c2c1	-1.6	0.3	-0.3	1	·	-9	2.5	-16	-10
COc1ccc(Cl)cc1NC(=O)Cn1nc(-c2ccc(C)cc2)n(C)c1=S	1	0.7	1.2	16	1	-8	0.0	-2	-3
COc1ccc(C(=O)NCCn2cc(SCC(=O)Nc3cc(C)on3)c3ccccc32)cc1OC	·	0.0	-1.7	0[fluorescence artefact?]	6	-41	-1.1	-10	-16
CCOC(=O)c1sc(/N=C/c2c(O)ccc3ccccc23)cc1C	0.96	1.2	-2.6	0	1	33	0.4	33	-7
Cc1cc(=O)oc2c(C(=O)/C=C/c3ccccc3)c(O)ccc12	-0.07	2.1	-5.1	-37[fluorescence artefact?]	-3	-100	-0.1	-11	-8
COc1cc(NC(=O)NS(=O)(=O)c2ccc(C)cc2)cc(OC)c1	0.53	0.5	0.7	-10	-3	-21	-1.4	-6	7
COc1ccc(C(CNC(=O)c2cc(SC)ccc2Cl)N(C)C)cc1 (stereo unspecified)	-0.005	0.5	3.0	7	10	14	0.8	-10	-16
CCOC1=NN(c2ncc(C(F)(F)F)cc2Cl)C(=O)/C1=C/N(C)C	·	-0.7	-0.7	1	-10	23	1.9	-12	-55

# Fetched one by one from the entries so far, 2 records:
molecule	Cl transport mod	L929 necroptosis	TNF death inh	eIF4E 4G PPI	Rad51 HR inh	Calpain2 inh	PERK inh	EBV gp42 block	Mdm2 ligase inh
COc1ccc(C2C(C(C)=O)=C(C)N=c3s/c(=C\c4ccc5c(c4)OCO5)c(=O)n32)c(OC)c1 (stereo unspecified)	·	-0.7	-0.8	·	2	·	0.2	·	·
COc1cc(NC(=O)NS(=O)(=O)c2ccc(C)cc2)cc(OC)c1	0.53	0.5	0.7	-10	-3	-21	-1.4	-6	7

# The list continues.
molecule	Cl transport mod	L929 necroptosis	TNF death inh	eIF4E 4G PPI	Rad51 HR inh	Calpain2 inh	PERK inh	EBV gp42 block	Mdm2 ligase inh
Cc1c(NC(=O)c2c(O)c3ccccc3n(C)c2=O)c(=O)n(-c2ccccc2)n1C	-0.6	0.3	-0.2	-4	·	21	0.1	-6	-22
Cc1nc(Nc2ccc(S(N)(=O)=O)cc2)oc1C	·	0.3	-0.7	-1[fluorescence artefact?]	-3	-36	1.5	-12	-1
Cc1onc(C(=O)N2CCN(C(c3ccccc3)c3ccccc3)CC2)c1[N+](=O)[O-]	0.86	·	-1.4	1	·	-35	0.2	-4	·
CCOC(=O)Cc1csc(-n2sc3ccccc3c2=O)n1	0.21	-0.1	-5.4	-2	-5	-68	0.1	-50	-9
C=CCc1ccccc1OCC(O)CN1CCN(CCN2C(=O)c3cccc4cccc(c34)C2=O)CC1 (stereo unspecified)	0.078	0.7	-2.6	1[fluorescence artefact?]	·	21	-1.5	-4	-4
COc1ccccc1CNC(=O)C1=CCN(S(=O)(=O)c2ccc(C)cc2)CC1	0	0.1	2.0	-7	6	7	-1.0	-1	-5
CC(=O)Nc1ccc(N2CCN(C(C)=O)CC2)cc1	-0.51	0.0	0.5	-3	-3	-4	-0.2	-23	-14
